# MLL CXXC-DNA inh – inhibitors of human MLL CXXC domain-DNA interaction; MLL-CXXC / FITC-HOXA9 DNA fluorescence polarization; Potency, µM (doses to about 115 µM), for the others: at the highest dose activity change, negative = inhibition, hits mostly inhibitors; actives 0.037% (n = 290,000); active = well fitted inhibition curve with a large enough effect in the polarisation, with a control signal flat, not every such curve was filed as active; inconclusive = small, poorly fitted or top-dose-only effect, or effect the other way, or a change in a side signal; inactive = no such curve, though single readings can be large or run the other way; the % refers to the polarisation
#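 Fluorescence polarization: 7 uM MLL-CXXC (stock) preincubated 5 min with compounds, then 50 nM fluorescein-HOX-A9 DNA (stock) added; 30 min ambient. Buffer 50 mM Tris-HCl pH 7.5, 50 mM NaCl, 1 mM DTT, 0.05% BSA.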
# ELG1 genotoxic – inducers of genotoxicity in HEK293T ELG1-luciferase cells; actives 1.3% (n = 330,000); HEK293T ELG1-luciferase reporter, luminescence, 16 h; AID 504466; Potency, µM (titrated, usually from 46 µM), for the others: at the highest dose activity change, positive = activation, most hits filed as activators; note: % of control where 0% means no effect; nearly all actives have a fitted effect of over 60% in size
#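 HEK293T cells expressing luciferase-tagged ELG1 were treated with compound or DMSO for 16 hr at 37°C. Luciferase activity was then read after 30 min with ONE-Glo at room temperature; rising signal flags genetic stress.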
# Rab9 prom act – activates the Rab9 promoter | Huh7 Rab9 promoter-luciferase reporter, luminescence, 24 h | Potency, µM (top dose mostly 9.22 µM), without a hit: top-dose activation, negative = inhibition, hits mostly activators | actives 2.8% (n = 320,000) | AID 485297; note: % of control where 0% means no effect; nearly all actives have a fitted effect of over 60% in size
#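 Steps: seed 1500 Huh7 Rab9-luc cells per well, rest 2 h at 37 °C; add compound in DMSO; incubate 24 h; add luciferase reagent, 10 min ambient; read luminescence.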
# BRCA1 expr act – BRCA1 expression activation; MCF7-BRCA1-FFLuc reporter, luminescence, 48 h; response scale: scaled: vehicle 0%, 10 µM genistein 100%; actives 1.1% (n = 380,000); Potency, µM (titrated, usually from 46.1 µM), for the others: at the highest dose activation, most hits filed as activators; AID 624202; note: nearly all actives have a fitted effect of over 80% in size; some results filed as inactive show a strong effect at the top dose
#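 Compounds are tested at multiple concentrations on MCF7 BRCA1-luciferase reporter cells seeded at 2000 per well; after 48 h, a single luminescence end-point is taken and curves fitted to the normalized data.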
# MBNL1-CUG inh – MBNL1-poly(CUG) RNA binding inhibition. Q9NR56. TR-FRET MBNL1-His/biotin-(CUG)12 binding, 665/545 ratio. Potency, µM (doses to about 57.5 µM), without a hit: top-dose activity change, negative = inhibition, actives largely listed as inhibitors. actives 0.036% (n = 280,000). AID 2675; active = well fitted inhibition curve with a large enough effect in the signal ratio, with a control signal flat, not every such curve was filed as active; inconclusive = small, poorly fitted or top-dose-only effect, or effect the other way, or a change in a side signal; inactive = no such curve, though single readings can be large or run the other way; the % refers to the signal ratio; note: % is set by controls: 0 for no effect and ±100 for the full control effect
#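 His-tagged MBNL1 binding to biotinylated (CUG)12 RNA was measured by TR-FRET using terbium anti-His antibody (0.055 ng/ul final) and streptavidin-XL665 (5 nM final). Compounds were titrated 92 nM to 58 uM; 60 min at room temperature.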
# RORg inh – ROR gamma (mouse) transcription inhibition; P51450; Drosophila S2 Gal4-RORgamma UAS-luciferase reporter, 20 h; actives 5.4% (n = 310,000); Potency, µM (series often up to 53.6 µM), for the others: at the top dose activity change, negative = inhibition, hits mostly inhibitors; note: % is set by controls: 0 for no effect and ±100 for the full control effect; nearly all actives have a fitted effect of over 60% in size
#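 Schneider cells (Drosophila), stable Gal4 DBD–ROR gamma + UAS-luc; 1 hr cmpd preincubation; Cu2+ induction 700 uM final; 20 hr ambient; luminescence.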
# Gal4-VP16 FLuc – inhibits Gal4-VP16 luciferase reporter, ROR gamma counter-screen; actives 3.5% (n = 310,000); Potency, µM (highest dose often 53.6 µM), for inactives: at the top dose activity, negative = inhibition, hits mostly inhibitors; Drosophila S2 Gal4-VP16 UAS-luciferase, luminescence, 20 h;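 note: Gal4-VP16 expression switched on by copper sulfate through the metallothionein promoter; % is set by controls: 0 for no effect and ±100 for the full control effect; nearly all actives have a fitted effect of over 50% in size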
# p53 reactivation – re-activators of mutant p53. H1299 p53-A138V BP100-luciferase reporter, luminescence, 24 h. actives 0.063% (n = 320,000). AID 504706. Potency, µM (top dose mostly 92.2 µM), for the others: top-dose activity change, positive = activation, usual class: activators; note: % of control where 0% means no effect; nearly all actives have a fitted effect of over 45% in size
#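 H1299 (p53-null), stable ts p53-A138V + BP100-Luc; 1000 cells/well, Opti-MEM/10% FBS; cpd 4 pt, 1:5; 24 h, 37 deg C, 5% CO2; detection reagent 10 min RT; luminescence.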
# NPC1 promoter act – activators of NPC1 promoter | Huh7 NPC1 promoter luciferase reporter, 24 h | Potency, µM (doses to about 9.22 µM), without a hit: top-dose activation, most hits filed as activators | actives 2.4% (n = 320,000);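 note: % of control where 0% means no effect; nearly all actives have a fitted effect of over 60% in size; reporter is driven by a mutant NPC1 promoter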
#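 Huh7 reporter cells (NPC1 promoter driving luciferase) are dosed with compound for 24 h at 37 °C, 5% CO2; luciferase detection reagent is then added and luminescence measured after 10 min at ambient temperature.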
# FLuc counter – firefly luciferase modulation, counter-screen for miR-21 project; P08659; purified FLuc, Km substrates, luminescence inhibition; Potency, µM (top dose mostly 57.5 µM), for the others: top-dose activity change, negative = inhibition, usual class: inhibitors; actives 6.9% (n = 360,000);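 note: plate controls were vehicle for no effect and reference inhibitor for full effect; nearly all actives have a fitted effect of over 55% in size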
#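 Purified P. pyralis luciferase, 10 nM final, with Km-level 10 uM D-luciferin and 10 uM ATP in 50 mM Tris acetate pH 7.5, 10 mM Mg acetate, 0.01% Tween-20, 0.05% BSA; 6-point qHTS titration about 60 µM downward; luminescence read.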
# uPA generation – blocks generation of uPA at the cell surface; cell surface uPA generation assay, qHTS; Potency, µM (titrated, usually from 38.3 µM), without a hit: at the top dose activity change, negative = inhibition, usual class: inhibitors; actives 0.31% (n = 330,000); active = well fitted inhibition curve with a large enough effect; inconclusive = small, poorly fitted or top-dose-only effect; inactive = no such curve, though single readings can be large or run the other way; tested in mouse RAW 264.7 cells; note: % is set by controls: 0 for no effect and ±100 for the full control effect; nearly all actives have a fitted effect of over 55% in size
# * hit, by the source's call; ? = inconclusive; · = not tested or not shown; & = joins results of further samples; [ ] = dose if it differs, or a comment. Unless noted, calls come from the whole dose curve; as a rule, active = well fitted curve in the direction sought with a large enough effect; inconclusive = small, poorly fitted or top-dose-only effect, or another doubt; inactive = no such curve, though single readings can be large; an effect the other way counts as inactive or inconclusive. Potency is the fitted concentration of half-maximal effect.
SMILES,MLL CXXC-DNA inh,ELG1 genotoxic,Rab9 prom act,BRCA1 expr act,MBNL1-CUG inh,RORg inh,Gal4-VP16 FLuc,p53 reactivation,NPC1 promoter act,FLuc counter,uPA generation
Cc1ccc(N2C(=O)N(c3ccc(C)cc3)C3CS(=O)(=O)CC32)cc1 (stereo not given),8%,1%,?,-19%,1%,6%,2%[10 µM],0%,-3%,5%,1%
O=C(O)c1c(Cl)cccc1Cl,·,3%,1%,-5%,·,0%,-9%,2%,4%,-1%,6%
CCc1ccc(CCC(=O)Nc2ccc(OC)cc2)o1,-5%,7%,2%,0%,-10%,-2%,-15%,17%,2%,-16%,-7%
CNC(=S)NNC(=O)COc1ccccc1C,3%,0%,3%,32%,3%,7.1µM*,10µM*,0%,-1%,2%,0%
CCOC(=O)c1ccc(COC(=O)c2cc(=O)[nH]c3ccccc23)o1,-5%,-13%,-7%,20%,11%,2%,-15%,-10%,-3%,2%,7%
CCN1C(=O)/C(=C\c2cccs2)C(C(=O)OC)=C1C,-9%,2%,17%,-37%,1%,-30%,-3%,-6%,-3%,0%,-16%
COc1ccc2[nH]c(C(=O)N3CCN(C)CC3)c(C)c2c1,15%,1%,0%,3%,-2%,12%,1%,4%,-3%,-4%,2%
NNc1ccc2nnc(C(F)(F)C(F)(F)C(F)(F)F)n2n1,10%,0%,0%,-3%,2%,-29%,4%,1%,-8%,-2%,4%
COCCCNC(=O)CC(NCCCOC)C(=O)O (stereo not given),14%,-1%,-2%,8%,22%,16%,-7%,-3%,0%,5%,14%
O=C(COc1ccc(Cl)cc1)Nc1cnn(Cc2c(Cl)cccc2Cl)c1,18%,1%,-11%,-9%,10%,-36%,?,3%,1%,?,-3%
CSC(=N)N,9%,·,-16%[46.1 µM],·,·,2%,22%,·,4%[46.1 µM],·,·
CCCCS(=O)(=O)N1CCN(S(=O)(=O)c2cccs2)CC1,8%,4%,0%,1%,-1%,12%,4%,-3%,-7%,7%,-3%
Cc1ccc(NC(=O)COC(=O)C2CCC2)cc1S(=O)(=O)N1CCCCC1,·,0%,2%,-19%,·,·,·,-1%,0%,-2%,22%
Cc1[nH]c(C)c(S(=O)(=O)N(C)Cc2ccccc2)c1C(=O)N1CCCCC1,0%,-2%,-1%,9%,-9%,-9%,-3%,1%,2%,5%,-4%
O=C(CSc1nnc(SCc2ccc(Cl)cc2)s1)N1CCN(C(=O)c2ccco2)CC1,-3%,-1%,-9%,4%,?,25%,-1%,6%,1%,9.5µM*,1%

# Some of these compounds in order of formula weight, descending.
SMILES,MLL CXXC-DNA inh,ELG1 genotoxic,Rab9 prom act,BRCA1 expr act,MBNL1-CUG inh,RORg inh,Gal4-VP16 FLuc,p53 reactivation,NPC1 promoter act,FLuc counter,uPA generation
Cc1ccc(NC(=O)COC(=O)C2CCC2)cc1S(=O)(=O)N1CCCCC1,·,0%,2%,-19%,·,·,·,-1%,0%,-2%,22%
CCc1ccc(CCC(=O)Nc2ccc(OC)cc2)o1,-5%,7%,2%,0%,-10%,-2%,-15%,17%,2%,-16%,-7%
O=C(O)c1c(Cl)cccc1Cl,·,3%,1%,-5%,·,0%,-9%,2%,4%,-1%,6%
CSC(=N)N,9%,·,-16%[46.1 µM],·,·,2%,22%,·,4%[46.1 µM],·,·

# Next entries.
SMILES,MLL CXXC-DNA inh,ELG1 genotoxic,Rab9 prom act,BRCA1 expr act,MBNL1-CUG inh,RORg inh,Gal4-VP16 FLuc,p53 reactivation,NPC1 promoter act,FLuc counter,uPA generation
CCC1CCc2sc(C(=O)N(C)CC(=O)Nc3cccc(OC)c3)cc2C1 (stereo not given),·,-1%,1%,-12%,·,·,·,1%,1%,?,-3%
Cc1[nH]nc(N=CC2=C(O)CC(C)(C)CC2=O)c1-c1ccc(Cl)cc1,-7%,-4%,-2%,25%&25%,6%,?,?,10%,0%,17µM*,-2%&1%
CSc1sc2ccccc2[n+]1CCCS(=O)(=O)[O-],8%,2%,-2%,26%,-19%,-20%,-4%,5%,-1%,-10%,-1%
COc1ccc(/C=C2/C(=O)ON=C2C)cc1Br,-2%,0%,-1%,12%,-8%,-1%,7%,-6%,2%,?,-5%
COc1cccc(CN2CCC(C(=O)Nc3ccc(Oc4cccnc4)cc3)CC2)c1,6%,-15%,-5%,-33%,-8%,·,·,·,-2%,2%,-8%
COC(=O)c1ccc(NC(=O)COc2ccc(S(=O)(=O)NC(C)C)cc2)cc1,2%,14%,1%,-28%,1%,15%,-1%,3%,1%,4%,-4%
O=C(c1ccc(Br)s1)N1CCN(c2ccccn2)CC1,?,-2%,4%,-3%,-6%,-1%,5%,-9%,-3%,3%,1%
COC(=O)c1oc2ccc(OC)cc2c1N,0%,12%,29%,?,?,36%,3%,?,13%,21µM*,·
C/C(=N/OCO/N=C(\C)c1ccccc1F)c1ccccc1F,-5%,2%,-4%,-3%,-6%,4%,-7%,1%,-1%,-1%,8%
COc1ccc(CCNC(=O)c2ccc3nc(N4CCCCC4)sc3c2)cc1OC,3%,-12%,?,61%,0%,2.2µM*,?,·,?,?,?
COCCNC(=O)C(c1ccc(OC)cc1)N(CCOC)C(=O)CCC(=O)Nc1nccs1 (stereo not given),-8%,3%,0%,-3%,1%,18%,5%,4%,2%,1%,-2%
CCOc1ccc(NC(=O)CCCCn2c(=O)[nH]c3ccsc3c2=O)cc1,-5%,0%,2%,-6%,·,18%,-8%,-1%,1%,-15%,1%
Cc1cccc(NC(=O)c2c(C)nc3ccccn23)c1,-1%,4%,?,98%,6%,17%,-2%,17%,22%,?,-5%
O=C(O)CN1C(=O)/C(=C\c2cccc(OCc3ccccc3F)c2)SC1=S,-17%,5%,-3%,70%,17%,?,10%,13%,8%,21µM*,-7%
C/C(N)=C(/C#N)C(=O)COC(=O)CNS(=O)(=O)c1c(F)cccc1F,15%,1%,-2%,5%,-2%,?,-9%,3%,-8%,-2%,10%
O=C(CSc1nnc(-c2ccc(F)cc2)c2ccccc12)NCC1CCCO1 (stereo not given),-4%,-3%,0%,-17%,18%,-19%,6%,5%,-5%,-2%,-13%
Cc1ccc(N(C)S(=O)(=O)c2ccc(C)cc2)cc1,-1%,-1%,9%,1%,-7%,-8%,5%,-3%,0%,-1%,2%
NC(=O)C1CCN(CC(O)CSc2ccccc2)CC1 (stereo not given),8%,4%,11%,27%,-11%,-10%,5%,-1%,7%,-1%,15%
Cc1ccc(N(CC(=O)NCc2ccco2)C(=O)CCC(=O)Nc2ccccn2)c(C)c1,19%,-5%,0%,-12%,1%,-14%,-1%,-3%,0%,-2%,5%
Cc1cc(S(N)(=O)=O)c(N)c(S(N)(=O)=O)c1,9%,0%,1%,-5%,-5%,-9%,5%,0%,-1%,1%,13%
CC1(C)CC(=NOC(=O)c2ccccc2)CC(C)(C)N1,-12%,1%,4%,3%,?,-9%,-5%,-6%,0%,-4%,·
C/C=C(/C)C(=O)Nc1cccc(C2=NOC3(C2)C[C@@H](C(N)=O)N(C(=O)CCCCC)C3)c1 (stereo not given in full),8%,3%,-4%,0%,10%,1%,-1%,-3%,-1%,-2%,8%
C=CCC(NCCCO)c1cccc(OC)c1OC (stereo not given),3%,0%,-1%,-26%,-6%,-17%,1%,-3%,2%,-1%,6%
COc1ccc(NS(=O)(=O)c2cccc(C(=O)NC3CCN(Cc4ccccc4)CC3)c2)cc1,25%,10%,1%,-29%,-9%,-24%,-10%,7%,-1%,-1%,-1%
Cc1ccc(C(=O)COC(=O)c2cc(=O)[nH]c3ccccc23)cc1,4%,?,3%,9%,-6%,23%,-1%,1%,6%,?,1%
CCCCNS(=O)(=O)c1ccc(NS(=O)(=O)c2c(C)cc(C)cc2C)cc1,-14%,0%,2%,5%,-12%,-2%,-9%,-5%,0%,5%,-3%
Cc1ccnc(SCC(=O)NC2CC2)n1,-12%,-3%,4%,2%,3%,-19%,3%,2%,6%,-1%,1%

# Screening results as filed in PubChem BioAssay.

# A portion of the library (hit frequency here may not be typical).
